Vc quorum ag = inducers of Vibrio cholerae quorum light production without autoinducers, primary screen, BH1578 luxS cqsA deficient, single point; AID 588436, 2011; activation, % at 18.7 µM; V. cholerae BH1578 lux reporter, luminescence, 6 h; actives 0.16% (n = 350,000); in the data active = activation mostly above about 9.7%, no sharp cut-off; note: not every result past the cut was called active; inactives centre near 0; reference of the scale not given here
Rv3671c protease = Rv3671c serine protease inhibitors, primary screen, biochemical, fluorescence polarization, M. tuberculosis H37Rv; actives 0.048% (n = 320,000); inhibition, % at 5.96 µM; AID 2606, 2010; in the data active = inhibition above about 38%;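 note: extracellular domain of Rv3671c used as enzyme; 0% = enzyme with DMSO and 100% = no enzyme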
Yp Topo-I inh = Yersinia pestis topoisomerase I inhibitors, primary screen, biochemical, cleavage product accumulation, plate reader, single point; DNA topoisomerase I (Yersinia pestis CO92); activity, % at 10 µM; actives 0.064% (n = 360,000); Y. pestis Topo-I cleavage product accumulation; AID 504884, 2011; in the data active = activity above about 50%, passing the limit was not always enough; note: inactives centre near 2
CCHFV vOTU inh = CCHFV vOTU protease inhibitors, primary screen, biochemical, Pep-AMC substrate, fluorescence; inhibition, % at 11.5 µM; actives 0.55% (n = 370,000); AID 651958, 2012; in the data active = inhibition above about 30%; note: 0% = vehicle wells with enzyme and 100% = no enzyme wells
SSB-PriA inh = inhibitors of Klebsiella pneumoniae PriA binding to SSB C-terminal tail, primary screen, biochemical, AlphaScreen; PriA–SSB C-terminal tail interaction (Klebsiella pneumoniae); AlphaScreen SSBct-PriA binding, biotinylated peptide; inhibition, % at 33 µM; actives 0.6% (n = 430,000); AID 1272365, 2023; in the data active = inhibition mostly above about 37%, no sharp cut-off; inactive = mostly below about 20%;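 note: plate controls were negative control peptide for no effect and reference peptide for full effect; strong numbers were not always called active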
TcdB inh = TcdB glycohydrolase inhibitors, primary screen, biochemical, single point, plate reader; Toxin B (Clostridioides difficile), P18177; TcdB glycohydrolase enzymatic assay; inhibition, % at 9.99 µM; actives 0.24% (n = 350,000); AID 652162, 2013; in the data active = inhibition above about 10%
PrPC TRFRET = inhibitors of human cell surface prion protein PrPC, primary screen, cell-based, TR-FRET | Major prion protein (Homo sapiens), P04156 | TR-FRET read-out | inhibition, % at 13.8 µM | actives 0.43% (n = 370,000) | AID 720596, 2013; in the data active = inhibition above about 24%; note: 0% = median of the test wells and 100% = reference compound wells
VHR inh abs = VHR1 phosphatase inhibitors, primary screen, biochemical, absorbance, uHTS. Dual specificity protein phosphatase 3 (Homo sapiens), P51452. recombinant VHR phosphatase, pNPP absorbance. inhibition, % at 13.3 µM. actives 0.52% (n = 290,000); in the data active = inhibition above about 50%; note: some compounds called inactive have numbers as strong as hits
MazF activator = activators of E. coli MazEF toxin-antitoxin RNase, primary screen, biochemical, fluorescence, uHTS; Endoribonuclease toxin MazF (Escherichia coli (strain K12)), P0AE70; FAM/BHQ RNA-DNA oligo cleavage fluorescence, 5 h; activation, % at 20 µM; actives 0.32% (n = 350,000); AID 504720, 2011; in the data active = activation above about 50%
3CLpro inhibitor = SARS-CoV 3CLpro protease inhibitors, primary screen, biochemical, quenched FRET; recombinant SARS-CoV 3CLpro, quenched FRET peptide cleavage; actives 0.14% (n = 290,000); inhibition, % at 6 µM; AID 1706, 2009; in the data active = inhibition above about 12%
* hit, by the source's call; i = inactive; x = not tested or not shown; & = joins results of further samples. A portion of the library (hit frequency here may not be typical).

SMILES	Vc quorum ag	Rv3671c protease	Yp Topo-I inh	CCHFV vOTU inh	SSB-PriA inh	TcdB inh	PrPC TRFRET	VHR inh abs	MazF activator	3CLpro inhibitor
O=C(N/N=C/c1c(O)n(Cc2ccco2)c(=O)[nH]c1=O)c1ccccc1O	i	0	-4	21	x	0.3	5	20	0	-2
O=C(c1ccc(F)cc1Cl)N1CCN(S(=O)(=O)c2cccs2)CC1	0.2	1	2	-19	-11	2.6	-1	-15	1	-2
COc1ccc(C(CNC(=O)COc2c(C)cc(C)cc2C)N2CCOCC2)cc1 (stereo not given)	i	-6	33	-7	-8	0.4	0	x	-2	x
Cn1nc(NC(=O)C2CCC2C(=O)O)c2c(F)cccc21 (stereo not given)	0.7	-1	-7	2	-9	0.4	-5	0	-6	-1
COc1ccccc1-c1n[nH]nc1C1=CC(=O)CC(C)(C)C1	0.0	x	-1	21	x	-8.0	-1	x	10	x
O=C(NCc1ccco1)c1ccc(Cl)c(S(=O)(=O)Nc2ccccc2)c1	-0.1	-7	0	18	7	-0.5	12	-4	9	1
COc1cc2c(cc1OC)C(c1cc(OC)c(OC)c(OC)c1)C1(O)C(=O)OCC1(O)C2 (stereo not given)	-1.7	x	6	-12	-7	1.6	1	x	0	x
O=C(COc1ccc2c3c(c(=O)oc2c1)CCCC3)N[C@@H](Cc1ccccc1)C(=O)O	-0.4	9	3	-18	-7	-2.6	-1	5	9	3
Oc1c(Br)cccc1/C=N/c1ncn[nH]1	-0.4	1	-8	-12	x	-0.1	0	21	-5	0
O=C(COc1ccc(Cl)cc1Cl)NCc1ccncc1	-1.8	x	7	5	-6	x	8	3	-1	2
CCCCCOC(=O)NC1CCS(=O)(=O)C1 (stereo not given)	-0.7	3	-2	10	-9	1.8	8	8	-4	2
O=C(Nc1ccnn1C1CCN(Cc2cccc(OCCO)c2)CC1)C1CCOC1 (stereo not given)	i	6	3	-9	-14	0.7	3	10	1	4
CCn1c(CNc2cccc(Cl)c2)nnc1SCC(=O)OC1CCCCC1	i	-2	19	-7	-9	x	-1	-1	3	2
Clc1ccc(-c2c[n+](Cc3ccc(Br)cc3)c3n2CCCCC3)cc1	-0.4	-4	3	-12	0	0.4	-1	-4	15	-2
Cc1ccccc1C(=O)Nc1ccc(O)cc1C(=O)O	-1.4	-1	1	-6	-12	-0.7	2	17	-17	3
CCCNC(=O)C1(C)CCCN(C(=O)c2cc(C)n(C(C)(C)C)n2)C1 (stereo not given)	-0.5	x	2	-7	x	-1.7	-3	x	x	x
COc1ccc(C(=O)NCC(=O)N2CCN(c3ncccn3)CC2)cc1OC	-2.0	-3	4	-18	-2	-2.0	0	x	2	x
O=C(c1cc(-c2ccccn2)nc2ccccc12)N1CCN(c2ncccn2)CC1	-0.2	0	18	-9	-4	1.5	3	2	-2	0
NC(=O)c1ccsc1NC(=O)Cc1ccc([N+](=O)[O-])cc1	0.6	-1	-6	6	11	1.8	-10	-16	9	2
CC1=C(C#N)C(=O)OC(C)(C)C1	i	15	13	-8	-3	x	-5	6	-20	-1
COc1ccc(-c2cc(C(F)F)n3ncc(C(=O)Nc4cc(C)on4)c3n2)cc1	i	-1	0	2	2	1.8	5	-9	1	2
O=C1C=CC(c2ccccc2)(c2ccccc2)CC1	-4.3	x	5	-16	-13	1.3	10	x	4	x
COc1cccc(NC(=O)c2ccc(-n3cnnn3)cc2)c1	-0.2	-3	-1	0	-7	3.2	6	-17	5	0
O=c1oc2ccccc2c(O)c1C(c1ccc([N+](=O)[O-])cc1)c1c(O)c2ccccc2oc1=O	-0.2	x	-7	22	8	0.7	1	15	-4	11
CCN(CC)CCn1c(SCC(=O)Nc2cccc(OC)c2)nc2c(sc3ccccc32)c1=O	-0.5	-9	15	-15	4	1.3	-8	21	-7	0

Reprinted from the part before: 3 entries; new compounds follow.
SMILES	Vc quorum ag	Rv3671c protease	Yp Topo-I inh	CCHFV vOTU inh	SSB-PriA inh	TcdB inh	PrPC TRFRET	VHR inh abs	MazF activator	3CLpro inhibitor
COc1cccc(NC(=O)c2ccc(-n3cnnn3)cc2)c1	-0.2	-3	-1	0	-7	3.2	6	-17	5	0
O=c1oc2ccccc2c(O)c1C(c1ccc([N+](=O)[O-])cc1)c1c(O)c2ccccc2oc1=O	-0.2	x	-7	22	8	0.7	1	15	-4	11
CCN(CC)CCn1c(SCC(=O)Nc2cccc(OC)c2)nc2c(sc3ccccc32)c1=O	-0.5	-9	15	-15	4	1.3	-8	21	-7	0
COc1ccc(NC(=O)CN(C)C(=O)c2oc3c(ccc4ccccc43)c2C)cc1	0.7	-24	20	1	7	-0.2	10	x	-11	x
Cc1ccccc1N/N=C/c1c(C)nc2ccccn12	i	-1	-4	10	x	-0.3	-4	-2	4	-4
Cc1ccc(SCC(=O)Nc2ccccc2C(=O)N2CCOCC2)cc1	i	2	0	-4	4	-1.1	0	-4	-9	1
CCCc1cc(C(=O)NNC(=S)Nc2cccc(C)c2)cs1	-0.9	-1	3	4	4	x	-2	-2	-10	3
N#CCSc1nc2c(cc1C#N)CCCC2	-0.4	0	48	7	-7	x	1	8	4	3
Cc1ccc(NC(=O)c2cccc(S(=O)(=O)NCc3ccccc3)c2)nc1	i	-3	4	-4	-4	1.2	-1	x	-1	x
CSCC[C@H](NC(=O)Cc1c(C)c2cc3c(C)c(C)oc3cc2oc1=O)C(=O)N[C@@H](C(=O)O)c1ccccc1	-0.5	x	7	-3	x	-1.6	-1	x	x	x
COc1cc(C(=O)N=c2sc3ccccc3n2C)cc(OC)c1OC	-0.1	-15	37	8	-15	0.5	10	14	-2	0
O=C(NC1CCCc2ccccc21)c1c(F)cccc1Cl (stereo not given)	-0.1	-3	4	8	-5	0.0	-1	20	14	5
COc1cccc(-c2nn(C)c3sc(C(=O)NCc4ccc(C)cc4)cc23)c1	-0.4	-93	14	2	-20	x	7	-18	4	5
COC(=O)N/N=C(\C)c1ccc2ccccc2c1OC(F)F	-0.3	0	-10	10	x	-0.3	-9	3	1	-3
NC1=NC2(CCCCC2)N(c2cccc(Cl)c2)C(N)=N1	-4.2	4	12	9	-19	x	-5	-13	1	3
CCCCn1c(O)c(C(CC)=NCCN2CCCCC2)c(=O)[nH]c1=O	-0.2	6	8	-22	-12	x	-1	15	-2	-1
CCc1c(C)nc2ccc(Br)cc2c1SCCC#N	i	-11	23	1	-13	1.4	47*	-4	-3	-5
CCC(C)[C@@H](C(=O)Nc1ccc(OC)c(OC)c1)N1Cc2ccccc2C1=O (stereo not given in full)	-0.3	1	0	13	8	-13	6	-21	9	0
COc1cccc(/C=N/NC(=O)c2nnn(-c3nonc3N)c2C(C)C)c1	0.0	2	-9	16	x	1.6	3	-32	-4	0
Cc1cc(C)cc(OC(=O)CCN2C(=O)C3C4C=CC(C5CC45)C3C2=O)c1 (stereo not given)	-0.3	-3	13	14	-5	0.9	6	14	8	-2
O=C1[C@H]2[C@@H](c3ccc(C(F)(F)F)cc3)N[C@]3(CCCN(Cc4ccc(F)cc4)C3=O)[C@H]2C(=O)N1Cc1ccccc1	-0.4	x	-2	14	x	-0.7	-1	x	8	x
COc1ccc(-c2nnc3ccc(SC)nn23)cc1	-0.5	2	1	-9	-6	x	-4	11	1	1
COc1ccc(CC(=O)Oc2ccccc2C)cc1S(=O)(=O)N1CCOCC1	-0.8	5	-1	-10	9	-1.9	2	x	10	x
COc1ccc(-c2n[nH]c(=S)n2C2CCCCC2)cc1	i	1	7	5	-1	x	-2	19	-4	3
CCc1noc(C)c1C(=O)OCC(=O)c1ccccc1OC	i	-5	5	2	-4	0.0	1	14	0	1
CCN(C(=O)CSc1nnc(C)n1-c1ccccc1)C1CCS(=O)(=O)C1 (stereo not given)	-0.8	0	6	-11	1	1.0	3	24	4	1
CC1(C)Cc2c(sc3c2c(=O)n(-c2cccc(Cl)c2)c(=O)n3CC(N)=O)CO1	-0.6	9	0	-8	-3	0.2	-1	8	5	1
O=C(NCCNC(=O)c1ccccc1[N+](=O)[O-])c1ccccc1[N+](=O)[O-]	0.2	6	9	-9	3	0.5	-8	x	2	x
Next section:
SMILES	Vc quorum ag	Rv3671c protease	Yp Topo-I inh	CCHFV vOTU inh	SSB-PriA inh	TcdB inh	PrPC TRFRET	VHR inh abs	MazF activator	3CLpro inhibitor
COc1ccc(CC(=O)NCc2nn(-c3ccccc3)nc2C)cc1OC	-0.5	6	-1	-14	4	-0.2	0	19	-9	1
CCOC(=O)CSc1nc2sccc2c(=O)[nH]1	-1.6	2	6	8	-5	x	-3	28	4	1
N/C(=N\OC(=O)c1ccc2c(c1)OCO2)c1ccncc1	-0.5	-3	-8	1	x	-0.4	6	6	6	2
CCOC(=O)C1(Cc2cccc(OC)c2)CCCN(S(=O)(=O)CC)C1 (stereo not given)	-0.9	-2	-16	2	-7	1.4	0	9	7	2
CC(C)CN(C(=O)CSc1ncnc2sccc12)C1CCS(=O)(=O)C1 (stereo not given)	-0.3	-11	1	11	-9	0.1	-1	x	6	x
COc1ccc(NC(=O)c2ccc(-c3ccc(C(C)=O)cc3)o2)cn1	i	-8	1	-21	3	0.6	-1	x	-25	x
CC(C)Cn1c(=O)c(CCC(=O)Nc2ccc(N3CCOCC3)cc2)nc2cc(Cl)ccc21	-0.9	10	15	-7	18	1.1	-3	24	5	-3
CC1=C(C(=O)N2CCOCC2)CC(CC(=O)NCc2ccco2)C(=O)N1Cc1ccc(C(C)(C)C)cc1 (stereo not given)	-0.7	x	33	-8	x	2.5	-5	x	-6	x
N#CCC(=O)Nc1ncc(Cc2ccccc2Cl)s1	i	-33	1	0	2&-5	0.8	3	26	4	0
CCS(=O)(=O)Nc1cc(-c2nc3cccnc3s2)ccc1C	-0.2	-7	5	2	-18	-0.5	-14	12	6	-5

Of the compounds above, 7 contain two or more sulfur atoms:
SMILES	Vc quorum ag	Rv3671c protease	Yp Topo-I inh	CCHFV vOTU inh	SSB-PriA inh	TcdB inh	PrPC TRFRET	VHR inh abs	MazF activator	3CLpro inhibitor
O=C(c1ccc(F)cc1Cl)N1CCN(S(=O)(=O)c2cccs2)CC1	0.2	1	2	-19	-11	2.6	-1	-15	1	-2
CCN(CC)CCn1c(SCC(=O)Nc2cccc(OC)c2)nc2c(sc3ccccc32)c1=O	-0.5	-9	15	-15	4	1.3	-8	21	-7	0
CCCc1cc(C(=O)NNC(=S)Nc2cccc(C)c2)cs1	-0.9	-1	3	4	4	x	-2	-2	-10	3
CCN(C(=O)CSc1nnc(C)n1-c1ccccc1)C1CCS(=O)(=O)C1 (stereo not given)	-0.8	0	6	-11	1	1.0	3	24	4	1
CCOC(=O)CSc1nc2sccc2c(=O)[nH]1	-1.6	2	6	8	-5	x	-3	28	4	1
CC(C)CN(C(=O)CSc1ncnc2sccc12)C1CCS(=O)(=O)C1 (stereo not given)	-0.3	-11	1	11	-9	0.1	-1	x	6	x
CCS(=O)(=O)Nc1cc(-c2nc3cccnc3s2)ccc1C	-0.2	-7	5	2	-18	-0.5	-14	12	6	-5
